Screens as filed in PubChem BioAssay.
EBI2 antag: EBI2 (human) antagonism | P32249 | EBI2 beta-arrestin recruitment, luminescence, 7a,25-OHC stimulated | inhibition, % at 5 µM | 360,000 compounds, 0.81% hits; in the data active = inhibition above about 38%;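 also: enzyme fragment complementation signal reports receptor beta-arrestin coupling in cells; 0% = agonist plus DMSO wells and 100% = wells without agonist; some results beyond the cut were filed as inactive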
Target sequence (P32249 whole entry, looked up, the tested form may be a part): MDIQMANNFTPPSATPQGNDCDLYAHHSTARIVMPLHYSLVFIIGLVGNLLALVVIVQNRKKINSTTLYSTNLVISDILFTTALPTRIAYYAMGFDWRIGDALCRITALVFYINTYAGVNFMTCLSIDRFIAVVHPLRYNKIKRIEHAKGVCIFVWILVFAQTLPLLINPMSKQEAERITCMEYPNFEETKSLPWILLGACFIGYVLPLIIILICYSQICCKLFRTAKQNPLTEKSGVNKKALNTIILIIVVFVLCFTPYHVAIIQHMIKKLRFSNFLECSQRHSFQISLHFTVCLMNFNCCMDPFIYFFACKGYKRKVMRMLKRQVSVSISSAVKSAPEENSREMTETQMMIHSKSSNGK
Starred values were filed as active, the others as inactive. These rows are one share of the data. The share of hits here may be higher or lower than overall.

canonical_smiles	EBI2 antag
CCCc1cn(CC(C)n2c(=O)c3ccccc3n2Cc2cc(C(C)C)no2)nn1 (stereo not given)	8.8
CC1(C(=O)NCc2ccccc2)CN(S(C)(=O)=O)CC(=O)N1Cc1ccc2c(c1)OCO2 (stereo not given)	0.2
COc1ccc(NC(=O)c2cc(-c3sc(NC(=O)c4ccccc4)nc3C)n(CCO)n2)cc1	-1.2
CCc1c(-c2ccc(F)cc2)ncn1Cc1cccc(-c2ccccc2)c1	7.2
COC(=O)[C@]12CCCCC=C1N(Cc1ccc3c(c1)OCO3)C(=O)[C@H](CC(=O)NCCC(C)C)C2	4.0
COC(=O)[C@]12CCCCC=C1N(CCc1ccc(OC)c(OC)c1)C(=O)[C@H](CC(=O)NCC13CC4CC(CC(C4)C1)C3)C2	27.1
CCOC(=O)[C@]12CCCC=C1N(Cc1ccccc1)C(=O)[C@H](CC(=O)NCc1ccc(C)o1)C2	0.0
O=C(NCc1ccccc1)C(c1cc2ccccc2o1)n1c(=O)c(-c2cc3ccccc3[nH]2)nc2ccccc21 (stereo not given)	-28.4
Cc1cccc(C)c1NC(=O)C(c1cc2ccccc2o1)N1CCN(C)CC1 (stereo not given)	-6.3
O=C(NC1CCCC1)C(c1ccco1)N1CCC(O)(c2ccc(Cl)cc2)CC1 (stereo not given)	12.3
COC(=O)[C@@]12C[C@@H](CC(=O)NCc3ccc(C)o3)C(=O)N(Cc3ccc4c(c3)OCO4)C1=CCC(C)(C)C2	10.0
Cc1cccc(C)c1NC(=O)C(c1ccccc1)n1c(=O)c(-c2ccco2)nc2ccccc21 (stereo not given)	5.8
CC(c1nc2ccccc2[nH]1)n1c(=O)c(-c2ccco2)nc2ccccc21 (stereo not given)	-5.5
COc1ccc(CN2C(=O)CSCC2(C)C(=O)Nc2ccc3c(c2)OCCO3)cc1 (stereo not given)	-9.1
COC(=O)[C@@]12C[C@@H](CC(=O)N3CCC(c4ccccc4)CC3)C(=O)N(Cc3ccco3)C1=CCC(C)(C)C2	10.9
Cc1ccc(C)c(N2CCN(C(C(=O)NC3CCCC3)C(C)C)CC2)c1 (stereo not given)	-3.4
Cc1ccc(N2CCN(C(=O)C(=O)c3cccc(Br)c3)CC2)cc1	3.4
COC(=O)C[C@@H]1C=C[C@@H](NC(=O)NC2CCCC2)[C@@H](CO)O1	-10.8
Cc1ccc(-c2c(N)nc3ncccn23)cc1	-1.2
Cc1ccccc1CN1C(=O)CN(S(C)(=O)=O)CC1(C)C(=O)NCc1ccccc1 (stereo not given)	-6.1
COc1cc(Cc2nc3ccccc3n2C(C)c2nc3ccccc3[nH]2)cc(OC)c1 (stereo not given)	5.0
O=C(Nc1ccc(F)cc1)C(c1ccccc1OC(F)(F)F)N1CCN(C(=O)c2ccco2)CC1 (stereo not given)	-0.7
CC(C)(C)NC(=O)C(c1ccc(C(F)(F)F)cc1)n1c(=O)c(-c2ccccc2)nc2ccccc21 (stereo not given)	1.1
COC(=O)[C@]12CCCCC=C1N(Cc1ccc3c(c1)OCO3)C(=O)[C@H](CC(=O)N1CCCC1)C2	-0.9
O=C1C=C(OCCF)CC(c2ccc(Br)cc2)O1 (stereo not given)	20.0

(listing goes on)
canonical_smiles	EBI2 antag
CCOC(=O)[C@]12CCCC=C1N(CCc1ccc(OC)c(OC)c1)C(=O)[C@H](CC(=O)N1CCCC1)C2	-3.5
O=C(Nc1ccc(F)cc1)C(CCc1ccccc1)N1CCN(Cc2c(F)cccc2Cl)CC1 (stereo not given)	-24.2
CC(C)(C)NC(=O)C(c1ccnc2ccccc12)n1c(=O)c(-c2cc3ccccc3[nH]2)nc2ccccc21 (stereo not given)	16.1
O=C(NC1CCCCC1)C(c1ccc(C(F)(F)F)cc1)n1c(=O)c(-c2cc3ccccc3[nH]2)nc2ccccc21 (stereo not given)	-3.4
COc1ccc(-c2cn(CC[C@@H]3CC[C@H](NC(=O)Cc4ccccn4)[C@@H](CO)O3)nn2)cc1	-14.3
Cn1cc([C@]2(O)C(=O)Nc3ccc(OC(F)(F)F)cc32)c2ccccc21	-14.1
COc1ccc(OC)c(CN2C(=O)CN(S(C)(=O)=O)CC2(C)C(=O)NCc2ccccc2)c1 (stereo not given)	1.8
CCOC(=O)[C@]12CCCC=C1N(Cc1ccccc1)C(=O)[C@H](CC(=O)NCC1CCCCC1)C2	8.0
CCOC(=O)[C@]12CCCC=C1N(CCc1ccc(OC)c(OC)c1)C(=O)[C@H](CC(=O)NCC13CC4CC(CC(C4)C1)C3)C2	23.6
O=C(NCc1ccccc1)C(c1ccc(C(F)(F)F)cc1)n1c(=O)c(-c2ccccc2)nc2ccccc21 (stereo not given)	6.2
CCCCOCCCNC(=O)C[C@@H]1C[C@@]2(C(=O)OC)CC(C)(C)CC=C2N(CCc2ccc(OC)c(OC)c2)C1=O	2.6
COCCCNC(=O)C[C@@H]1C[C@@]2(C(=O)OC)CC(C)(C)CC=C2N(Cc2ccco2)C1=O	-13.6
CCOC(=O)C[C@@H]1OC[C@H](Cc2ccccc2)N1S(=O)(=O)c1ccc(C)cc1	12.0
O=C(Nc1ccc(F)cc1)C(c1cccc(F)c1)N1CCN(C(=O)c2ccco2)CC1 (stereo not given)	-0.4
CN(C)c1ccc(C(=O)C(=O)N2CCN(c3ccccc3)CC2)cc1	-0.8
O=C(Nc1ccc(Cl)c(Cl)c1)N[C@@H]1CC[C@@H](CCn2cc(C3CCCCC3)nn2)O[C@@H]1CO	2.8
COC(=O)[C@]12CCCCC=C1N(Cc1ccc3c(c1)OCO3)C(=O)[C@H](CC(=O)N1CCCCC1)C2	-0.3
COC(=O)C1=CN(c2ccc3c(c2)OCO3)C(N)=C(C#N)C1c1ccc(-c2ccccc2)cc1 (stereo not given)	11.5
COc1ccc(-c2nc3ccccc3n(CC(C)C)c2=O)cc1	-4.0
COc1ccc(S(=O)(=O)N[C@H]2CC[C@H](CCNC(=O)c3ccccc3F)O[C@@H]2CO)cc1	0.7
CC(C)(C)NC(=O)C(C1CC1)n1c(=O)c(-c2ccccc2)nc2ccccc21 (stereo not given)	5.6
Cc1cccc(C)c1NC(=O)C1(C)CSCC(=O)N1C1CCN(Cc2ccccc2)CC1 (stereo not given)	-3.3
Cc1cc2c(cc1C)-n1nnnc1C(N1CCN(CC(=O)NC(C)C)CC1)C(=O)N2 (stereo not given)	-2.3
O=C(NC1CCCC1)C(C1CC1)n1c(-c2cc3ccccc3[nH]2)nc2ccccc21 (stereo not given)	-0.2
Cc1ccc(S(=O)(=O)N2CCN(C(=O)C(O)c3ccccc3)CC2)cc1 (stereo not given)	-1.4

(further entries)
canonical_smiles	EBI2 antag
CO[C@@H]1CN(C)C(=O)c2cc(NS(=O)(=O)c3ccc(C)cc3)ccc2OC[C@H](C)N(Cc2nccs2)C[C@H]1C	2.0
CC(c1nc2ccccc2[nH]1)n1c(=O)c(-c2cccnc2)nc2ccccc21 (stereo not given)	-1.6
Cc1cccc(N2CCN(C(C(=O)NCc3ccccc3)c3ccco3)CC2)c1C (stereo not given)	-3.6
CCC(C)CN1C(=O)CN(S(C)(=O)=O)CC1(C)C(=O)NC(C)C (stereo not given)	-6.9
CCCCCNC(=O)C(c1ccc(C#N)cc1)n1c(=O)c(-c2ccco2)nc2ccccc21 (stereo not given)	2.7
O=[N+]([O-])c1ccc(F)c(CN2CCN(c3ncc(Cc4ccccc4)cn3)CC2)c1	7.5
O=C1Nc2ccccc2-c2nnnn2C1N1CCCCC1 (stereo not given)	-5.2
Cc1ccc(S(=O)(=O)N2C3CCCCC3O[C@H]2CC(=O)c2ccccc2)cc1 (stereo not given in full)	9.7
O=C(Nc1ccc2c(c1)OCCO2)C(C1CC1)n1c(=O)c(-c2ccccc2)nc2ccccc21 (stereo not given)	12.7
Cc1cc(N2CCN(C(C(=O)NC3CCCC3)c3ccco3)CC2)c2ccccc2n1 (stereo not given)	3.6
CCC(C(=O)Nc1c(C)cccc1C)n1c(-c2ccc(-c3ccccc3)cc2)nc2ccccc21 (stereo not given)	12.0
COC(=O)C1(C(=O)OC)C[C@H](/C=C/c2ccccc2)N(Cc2ccccc2OC)[C@@H]1c1ccc(F)cc1	22.8
CCCCCNC(=O)C(c1ccccc1F)n1c(=O)c(-c2ccco2)nc2ccccc21 (stereo not given)	8.7
COC(=O)C(C(=O)OC)c1ncccc1NS(=O)(=O)c1ccc(C)cc1	3.4
Cc1cccc(C)c1NC(=O)C1C(c2ccccc2)=Nc2ccccc2N1C(=O)c1cnccn1 (stereo not given)	6.4
COc1ccc(C(C(=O)NC(C)(C)C)n2c(-c3ccc(=O)[nH]c3)nc3ccccc32)cc1 (stereo not given)	1.0
CCOC(=O)[C@]12CCCC=C1N(CCC1=CCCCC1)C(=O)[C@H](CC(=O)NCc1ccc(C)o1)C2	9.4
COC(=O)[C@@]12C[C@@H](CC(=O)NCc3cccc4ccccc34)C(=O)N(Cc3ccc4c(c3)OCO4)C1=CCC(C)(C)C2	11.2
Cc1cccc(C)c1NC(=O)C(c1cccc2ccccc12)n1c(=O)c(-c2ccco2)nc2ccccc21 (stereo not given)	5.7
O=C(C(=O)N1CCC(c2ccccc2)CC1)c1ccc(F)c(F)c1	17.0
CCOC1=C2CN(S(=O)(=O)c3ccc(C)cc3)C(c3ccc(CC)cc3)CC2N(S(=O)(=O)c2ccc(C)cc2)C(c2ccc(CC)cc2)C1 (stereo not given)	-10.9
CCOC(=O)N1CCN(C(=O)C[C@@H]2C[C@@]3(C(=O)OCC)CCCC=C3N(CCc3ccc(OC)c(OC)c3)C2=O)CC1	1.2
Nc1sccc1C(=O)N1CCN(c2ccccc2)CC1	-1.2
COc1ccc(C(C(=O)Nc2ccc(F)cc2)N2CCN(c3cccc(C(F)(F)F)n3)CC2)cc1 (stereo not given)	9.6
COc1cccc(S(=O)(=O)Nc2ccc3c(c2)C(=O)N(C)C[C@H](OC)[C@H](C)CN[C@@H](C)CO3)c1	2.7

Copied from the list:
CCCCCNC(=O)C(c1ccc(C#N)cc1)n1c(=O)c(-c2ccco2)nc2ccccc21 (stereo not given) @ EBI2 antag = 2.7
O=C1Nc2ccccc2-c2nnnn2C1N1CCCCC1 (stereo not given) @ EBI2 antag = -5.2
Cc1ccc(S(=O)(=O)N2C3CCCCC3O[C@H]2CC(=O)c2ccccc2)cc1 (stereo not given in full) @ EBI2 antag = 9.7
CCOC1=C2CN(S(=O)(=O)c3ccc(C)cc3)C(c3ccc(CC)cc3)CC2N(S(=O)(=O)c2ccc(C)cc2)C(c2ccc(CC)cc2)C1 (stereo not given) @ EBI2 antag = -10.9
Cc1cccc(C)c1NC(=O)C(c1cccc2ccccc12)n1c(=O)c(-c2ccco2)nc2ccccc21 (stereo not given) @ EBI2 antag = 5.7
COC(=O)C(C(=O)OC)c1ncccc1NS(=O)(=O)c1ccc(C)cc1 @ EBI2 antag = 3.4

Back to the main list; the six compounds before the break are reprinted first.
canonical_smiles	EBI2 antag
O=C(C(=O)N1CCC(c2ccccc2)CC1)c1ccc(F)c(F)c1	17.0
CCOC1=C2CN(S(=O)(=O)c3ccc(C)cc3)C(c3ccc(CC)cc3)CC2N(S(=O)(=O)c2ccc(C)cc2)C(c2ccc(CC)cc2)C1 (stereo not given)	-10.9
CCOC(=O)N1CCN(C(=O)C[C@@H]2C[C@@]3(C(=O)OCC)CCCC=C3N(CCc3ccc(OC)c(OC)c3)C2=O)CC1	1.2
Nc1sccc1C(=O)N1CCN(c2ccccc2)CC1	-1.2
COc1ccc(C(C(=O)Nc2ccc(F)cc2)N2CCN(c3cccc(C(F)(F)F)n3)CC2)cc1 (stereo not given)	9.6
COc1cccc(S(=O)(=O)Nc2ccc3c(c2)C(=O)N(C)C[C@H](OC)[C@H](C)CN[C@@H](C)CO3)c1	2.7
O=C(Nc1ccc(F)cc1)C(c1ccncc1)N1CCN(c2cccc(C(F)(F)F)n2)CC1 (stereo not given)	-1.1
CCCCNC(=O)c1cc(-c2ccccc2)sc1N	-0.7
COc1cccc(S(=O)(=O)N2C[C@H](O)COC[C@H]3O[C@@H](CC(=O)N4CCN(C)CC4)CC[C@@H]32)c1	-7.2
CC1(C(=O)Nc2ccc3c(c2)OCCO3)CN(S(C)(=O)=O)CC(=O)N1CCc1c[nH]c2ccccc12 (stereo not given)	-0.7
O=c1c(-c2cccs2)nc2ccccc2n1C(c1ccccn1)c1nc2ccccc2[nH]1 (stereo not given)	2.2
COC1=CC(=O)OC(c2cccc([N+](=O)[O-])c2)C1 (stereo not given)	-7.5
CC(=O)/C=C1\OCc2cc(OCc3ccccc3)ccc21	-1.4
CCCCNC(=O)c1nc(-c2cccnc2)oc1-c1ccc(OC(F)(F)F)cc1	26.5
CC(C)N1C(=O)c2ccccc2NC(=O)C1C(=O)NC1CC1 (stereo not given)	-1.8
COc1cccc(C(Nc2ccccc2)c2ccc3ccc(C)nc3c2O)c1 (stereo not given)	-7.0
CCCCNC(=O)C[C@@H]1C[C@@]2(C(=O)OC)CC(C)(C)CC=C2N(Cc2cccc3ccccc23)C1=O	22.1
Cc1csc(-c2nc3ccccc3n2C(C(=O)NC(C)(C)C)c2ccccc2)c1 (stereo not given)	13.6
CSCCC(C(=O)NCc1ccccc1)n1c(Cc2cc(F)cc(F)c2)nc2ccccc21 (stereo not given)	9.0
N#Cc1ccc(C(C(=O)NC2CCCCC2)n2c(=O)c(-c3ccco3)nc3ccccc32)cc1 (stereo not given)	10.3
CN1C(=O)[C@@](O)(CC(=O)c2ccccc2)c2cc(Br)ccc21	1.7
Nc1c(-c2ccc(F)cc2)nc2ncccn12	-5.4
CC(=O)Nc1ccc(C(=O)N2c3ccccc3N=C(c3ccc4c(c3)OCO4)C2C(=O)NCc2ccccc2)cc1 (stereo not given)	19.8
COc1ccc(NC(=O)C(c2ccccc2F)n2c(=O)c(-c3ccco3)nc3ccccc32)cc1 (stereo not given)	15.4
O=C(NCCOc1ccccc1)C1C(=O)Nc2ccccc2C(=O)N1C1CCCCC1 (stereo not given)	-10.4
Cc1ccc(S(=O)(=O)Nc2ccccc2C(C(=O)OC(C)(C)C)C(=O)OC(C)(C)C)cc1	26.8
CO[C@@H]1CN(C)C(=O)c2cc(NC(=O)NC3CCCCC3)ccc2OC[C@@H](C)N(CCc2ccccc2)C[C@H]1C	12.4
COc1ccc(NC(=O)C(c2ccccc2F)n2c(=O)c(-c3cc4ccccc4[nH]3)nc3ccccc32)cc1 (stereo not given)	2.1
